Screens: PubChem, several laboratories
AHR activator = AHR activators, primary screen, cell-based, luminescence, luciferase reporter, human. AHR-responsive luciferase reporter cells. activation, % at 5 µM. actives 2.5% (n = 320,000); in the data active = activation above about 47%;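 also: 0% = vehicle wells and 100% = reference agonist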
Target sequence (P35869 whole entry, looked up): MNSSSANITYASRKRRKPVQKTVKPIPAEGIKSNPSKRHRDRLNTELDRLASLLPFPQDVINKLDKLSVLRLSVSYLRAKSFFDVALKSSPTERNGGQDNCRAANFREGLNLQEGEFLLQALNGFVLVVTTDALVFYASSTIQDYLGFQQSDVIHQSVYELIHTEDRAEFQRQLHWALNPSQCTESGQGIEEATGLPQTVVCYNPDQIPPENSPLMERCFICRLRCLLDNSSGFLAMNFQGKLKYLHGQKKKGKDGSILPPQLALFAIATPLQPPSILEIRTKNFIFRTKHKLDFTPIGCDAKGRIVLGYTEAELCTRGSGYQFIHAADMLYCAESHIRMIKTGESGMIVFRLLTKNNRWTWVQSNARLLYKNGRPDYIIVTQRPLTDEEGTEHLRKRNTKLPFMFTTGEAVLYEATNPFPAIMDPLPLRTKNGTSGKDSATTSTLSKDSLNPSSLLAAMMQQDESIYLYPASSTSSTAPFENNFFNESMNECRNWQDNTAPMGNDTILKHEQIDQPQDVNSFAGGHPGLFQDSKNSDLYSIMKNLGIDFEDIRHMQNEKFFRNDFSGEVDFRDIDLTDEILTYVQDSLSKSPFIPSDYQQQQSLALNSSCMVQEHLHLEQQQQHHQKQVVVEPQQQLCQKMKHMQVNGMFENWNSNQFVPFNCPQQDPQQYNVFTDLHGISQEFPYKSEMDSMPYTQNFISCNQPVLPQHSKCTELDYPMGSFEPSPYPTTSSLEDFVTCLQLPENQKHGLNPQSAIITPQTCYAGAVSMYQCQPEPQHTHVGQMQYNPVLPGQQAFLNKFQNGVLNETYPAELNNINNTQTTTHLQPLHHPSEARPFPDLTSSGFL
MEX-5 binding = MEX-5 zinc finger RNA-binding disruptors – biochemical, C. elegans, fluorescence polarization, MLPCN library, primary screen | Zinc finger protein mex-5 (Caenorhabditis elegans), Q9XUB2 | MEX-5/FITC-TCR2 RNA binding; active compounds read low | activity score (negative = inhibition of binding), % at 10 µM | actives 0.38% (n = 300,000);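 active = inhibition past about -25% in most replicates, and total fluorescence under double the plate's negative control median, limit read from the data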;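 also: 0% = DMSO and -100% = 5 µM competing unlabeled TCR2 RNA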
GLD-1 TGE inh = GLD-1/TGE RNA complex disruptors, primary screen, biochemical, fluorescence polarization; Female germline-specific tumor suppressor gld-1 (Caenorhabditis elegans), Q17339; purified GLD-1 + fluorescein TGE RNA; inhibition, % at 5.96 µM; actives 0.44% (n = 320,000);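 active = percent inhibition above a per-plate cutoff, the plate mean of test compounds plus 3 SD, cut at about 30% in these data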;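 also: 0% = DMSO wells with GLD-1 and probe and 100% = wells lacking GLD-1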
PME-1 primary = PME-1 inhibitors via competitive probe labeling, primary screen, biochemical, fluorescence polarization, FP-Rh probe, HTS; recombinant PME-1; actives 0.53% (n = 320,000); AID 2130, 2009; inhibition, % at 5.9 µM;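 active = inhibition above the campaign mean of all compounds plus 3 SD, cut at about 26% in these data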;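 also: competitive labeling of PME-1 active site by serine hydrolase directed probe; 0% = PME-1 with DMSO and 100% = wells lacking PME-1 enzyme; inhibitors block probe labeling so polarization falls and inhibition rises; many of its hits are not listed in these tables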
Bcl-xL primary = inhibitors of human Bcl-xL, primary screen, biochemical, fluorescence polarization, HTS; GST-Bcl-xL / FITC-Bim BH3 peptide fluorescence polarization; inhibition, % at 10.9 µM; actives 0.7% (n = 320,000); Bcl-2-like protein 1 (Homo sapiens), Q07817; AID 2129, 2009;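 active = inhibition above the mean of all tested compounds plus 3 SD, cutoff set per campaign, cut at about 30% in these data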;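 also: 0% = DMSO wells and 100% = unlabeled Bim-BH3 peptide competitor; inhibitors lower millipolarization by displacing the labeled peptide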
MCL1 BIM primary = inhibitors of MCL1 binding to BIM-BH3, primary screen, biochemical, fluorescence polarization; actives 0.68% (n = 320,000); GST-MCL1 / FITC-Bim-BH3 fluorescence polarization; Induced myeloid leukemia cell differentiation protein Mcl-1 (Homo sapiens), Q07820; inhibition, % at 10.9 µM;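 active = inhibition above the mean inhibition of all tested compounds plus 3 SD, set per campaign, cut at about 40% in these data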;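 also: 0% = DMSO wells and 100% = unlabeled Bim-BH3 peptide control; higher means more loss of mP so more displacement of Bim peptide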
pPAFAH FP inh = pPAFAH enzyme inhibitors, primary screen, biochemical, fluorescence polarization, human; Platelet-activating factor acetylhydrolase (Homo sapiens), Q13093; recombinant pPAFAH, FP-rhodamine probe fluorescence polarization; inhibition, % at 3.39 µM; actives 1.5% (n = 330,000); AID 463082, 2010;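 active = inhibition above the mean inhibition across the screen plus 3 SD, cut at about 25% in these data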;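 also: inhibitors block binding of the rhodamine activity-based probe so polarization drops; 0% = enzyme with DMSO and 100% = wells lacking pPAFAH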
PAFAH1B2 inh = PAFAH1B2 enzyme inhibitors, primary screen, biochemical, fluorescence polarization, human; AID 492953, 2010; recombinant PAFAH1B2, FP-rhodamine activity probe; Platelet-activating factor acetylhydrolase IB subunit alpha2 (Homo sapiens), P68402; actives 1.2% (n = 340,000); inhibition, % at 3.39 µM;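 active = inhibition above the mean of all tested compounds plus 3 SD, cut at about 24% in these data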;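 also: 0% = enzyme with DMSO and 100% = wells lacking PAFAH1B2; many of its hits are not listed in these tables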
Target sequence (P68402 whole entry, looked up): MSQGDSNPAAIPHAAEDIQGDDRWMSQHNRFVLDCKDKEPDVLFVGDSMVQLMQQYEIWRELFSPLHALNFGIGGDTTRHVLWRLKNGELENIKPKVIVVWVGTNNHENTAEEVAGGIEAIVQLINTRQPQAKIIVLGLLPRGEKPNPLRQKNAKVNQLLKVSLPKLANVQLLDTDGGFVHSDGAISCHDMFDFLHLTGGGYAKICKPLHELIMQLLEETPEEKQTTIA
Fam108B counter = mouse Fam108B serine hydrolase inhibitors, primary screen, counter-screen for RBBP9 inhibitor project, biochemical, fluorescence polarization; inhibition, % at 9.51 µM; actives 0.33% (n = 300,000); recombinant Fam108B, FP-Rh probe fluorescence polarization; AID 1947, 2009;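 active = inhibition above the screen mean inhibition plus 3 SD, computed separately per campaign, cut at about 18% in these data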;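 also: inhibitors lower polarization as less probe binds the enzyme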
Active calls of the source: *; / = not tested or not shown. Only part of the results is shown; rates above refer to the full screens.

Values in the order – AHR activator	MEX-5 binding	GLD-1 TGE inh	PME-1 primary	Bcl-xL primary	MCL1 BIM primary	pPAFAH FP inh	PAFAH1B2 inh	Fam108B counter
- CS(=O)(=O)c1ccc(C(=O)NNC(=O)c2ccccc2-n2cccc2)cc1
  3.0	/	1.6	2.9	4.5	0.4	0.2	12.4	/
- CCN(CCN1CCCC1)C(=O)C1CCC(=O)N(CCCN2CCOCC2)C1 (stereo unspecified)
  12.6	-1.3	3.0	-6.1	8.3	5.7	-1.1	-0.2	1.8
- Cc1ccc2nc(Cl)c(C3CC(c4ccco4)=NN3C(=O)CCCC(=O)O)cc2c1 (stereo unspecified)
  -2.7	-2.1	-1.8	-0.7	3.5	-3.1	5.1	1.8	-0.1
- CCOC(=O)c1cnc(SCC(=O)Nc2ccc(NC(C)=O)c(OC)c2)nc1N
  0.1	-0.8	7.0	2.0	3.8	-0.8	4.8	0.4	-0.8
- CCOC(=O)C12CNC(=O)C(C(=O)OCC)(CNC1=O)C2
  -1.2	-2.9	8.2	-0.4	0.7	1.6	-0.5	-0.7	-0.4
- CCN(C(=O)CSc1n[nH]c(N)n1)c1cccc2ccccc12
  2.0	/	7.3	/	/	/	3.8	2.0	/
- Cc1ccn2c(NC(=O)c3ccccc3)c(-c3cccs3)nc2c1
  8.0	2.8	-0.2	-6.9	5.8	7.4	-2.7	2.3	4.2
- COc1ccc(Cn2nnnc2C(c2cc(OC)ccc2OC)N2CCC(C(N)=O)CC2)cc1 (stereo unspecified)
  2.1	1.7	2.8	5.8	2.1	-4.1	3.2	0.6	7.8
- CCOc1ccc(/C=N/NC(=O)C(C)Sc2ccccn2)cc1OCC (stereo unspecified)
  4.4	0.0	2.6	-0.2	9.5	-1.3	2.9	2.7	1.2
- COc1ccc(Cl)cc1NC(=O)Nn1cnnc1
  1.5	0.6	1.9	-7.3	-0.8	1.9	1.3	4.7	-1.4
- CCOC(=O)c1ccc(N2C(=O)CC(Nc3ccc(O)cc3)C2=O)cc1 (stereo unspecified)
  -0.3	-15.7	5.4	1.4	-4.8	2.4	10.2	4.8	-1.5
- COc1ccccc1/C=C/C=N/n1c(-c2n[nH]c3c2CCC3)n[nH]c1=S
  55.0*	0.5	-5.4	8.4	-22.3	-10.9	9.1	/	5.1
- C/C(=N\NC(=O)CCCOc1ccc(Cl)cc1C)c1ccc(C)o1
  19.4	0.0	-1.9	2.4	3.5	-0.4	6.1	3.2	-2.6
- O=C(Nc1ccc(-n2ccc(C(F)(F)F)n2)cc1)c1cccs1
  -1.6	-4.1	6.3	-3.0	-0.3	-2.4	-8.6	-3.4	-0.2
- O=C(NC1CCCC1)C(c1cccs1)N(Cc1ccco1)C(=O)Cn1nnc(-c2cccs2)n1 (stereo unspecified)
  1.1	-5.3	3.3	1.7	-0.1	0.9	12.5	8.9	6.5
- CCOc1ccc2c(c1)c(N=O)c(O)n2C
  94.2*	0.6	3.7	-22.4	0.6	7.2	-3.6	1.4	-7.0
- Cc1cc([N+](=O)[O-])nn1CC(=O)NC(C)c1ccccc1 (stereo unspecified)
  1.2	0.6	6.5	2.2	2.4	6.9	-4.4	-0.5	0.2
- COc1cc(CCCN2C(N)=NC[C@@H]2c2ccccc2)cc(OC)c1OC
  2.8	-2.2	-5.9	-3.0	1.2	4.4	0.0	4.1	1.8
- O=C(NCC1CCCO1)C1CC1(c1ccccc1)c1ccccc1 (stereo unspecified)
  0.0	2.1	-3.0	0.6	3.6	0.9	-0.3	4.4	2.4
- COc1cccc(NC(=O)CN2CCN(S(=O)(=O)c3ccc(C(C)C)cc3)CC2)c1
  -1.0	1.4	7.2	9.6	0.4	3.9	-0.7	1.1	-4.7
- COc1cccc(CC(Cc2nc3ccccc3[nH]2)c2nc3ccccc3[nH]2)c1 (stereo unspecified)
  37.9	2.0	6.7	-7.2	3.3	-2.6	-5.5	-1.3	-8.6
- COc1ccccc1-c1c(C)oc2c(CN3CCN(C)CC3)c(O)ccc2c1=O
  4.3	2.5	13.2	0.4	-3.9	-5.5	-3.2	2.5	0.9
- N#Cc1ccc(OC(=O)c2cnccn2)cc1
  0.9	-0.6	0.7	2.2	-2.8	6.0	3.0	8.9	1.3
- COc1ccccc1NC(=O)C(=O)/C=C(\O)c1ccccc1
  10.2	-0.1	-5.3	2.6	-0.1	-3.2	5.9	4.9	-2.8
- CC1=NN(c2ccccc2)C(=O)C1C(=O)c1ccccc1 (stereo unspecified)
  3.3	-3.9	7.2	-0.8	2.5	0.3	0.3	-5.0	-1.2
- O=C(O)c1ccc(C2SCC(=O)N2Cc2ccccc2)cc1 (stereo unspecified)
  -0.6	3.1	4.1	1.7	5.0	4.5	3.7	7.3	-3.1
- CN(C(=O)CSc1ncnc2sccc12)c1c(N)n(Cc2ccccc2)c(=O)[nH]c1=O
  2.3	-0.2	-3.6	-0.9	1.0	1.4	0.3	2.9	3.2
- C=CCC1NS(=O)(=O)O[C@H](CCCC)[C@@H]1O (stereo partly specified)
  0.8	-2.8	2.5	-1.0	-0.8	-8.4	-0.5	-1.4	3.6
- Cc1ccc(-c2csc(NCCn3c(-c4ccncc4)nc4ccccc43)n2)cc1
  27.6	-2.1	1.5	3.3	3.4	6.6	1.4	0.0	3.0
- CC(Nc1ccccc1N1CCCCC1)C(=O)N1CCc2ccccc21 (stereo unspecified)
  2.0	-0.5	0.4	3.1	-6.7	-6.5	-0.5	3.5	0.9
- CC(C)C(Nc1ccc(S(=O)(=O)N2CCOCC2)cc1[N+](=O)[O-])C(=O)O (stereo unspecified)
  -0.5	0.0	8.3	0.1	1.9	1.2	-3.4	8.6	-2.6
- CCn1cc(C(=O)NC2CC(C)(C)Cc3c2cnn3-c2cccc(F)c2)cn1 (stereo unspecified)
  -1.7	0.1	1.5	-1.5	1.8	-4.5	3.1	9.5	0.2
- Cc1ccc(-c2cc(C(=O)Nc3ccc(S(=O)(=O)Nc4ncccn4)cc3)c3ccccc3n2)cc1
  4.7	-0.3	0.8	-3.7	4.4	7.8	-8.5	-7.7	-0.2
- COc1cccc(-c2nc(NC(C)(C)C)c3ccccc3n2)c1O
  29.7	-0.3	-3.6	13.9	2.3	7.0	6.7	5.4	10.7
- CC(NC(=O)COc1ccccc1)C1COc2ccccc2O1 (stereo unspecified)
  1.4	-1.1	-0.6	2.9	2.2	0.9	-1.3	3.8	7.0
- CC(C)OC(=O)C(C)Oc1ccc(C(=O)NCCc2ccccc2)cc1 (stereo unspecified)
  2.7	-0.2	0.4	-2.7	3.1	-0.1	1.6	1.2	-2.9
- COc1ccc(C(=O)Nc2ccccc2C(=O)N/N=C/c2ccc(O)c(OC)c2)cc1
  8.4	2.0	3.4	33.6*	0.7	1.7	14.1	-6.8	12.4
- CCNc1nc(NCC)n2c(SCC(=O)Nc3ccc(OC)c(OC)c3)nnc2n1
  -0.7	3.0	5.1	-1.7	-2.1	0.1	-0.4	-2.9	4.0
- Cc1ncsc1CCOC(=O)c1ccc(Cl)cc1
  -0.8	0.6	-1.1	1.1	3.5	4.1	10.2	2.9	-0.4
- COc1cccc(-c2nc(CS(=O)(=O)CC(=O)Nc3cc(C)ccc3C)c(C)o2)c1
  0.3	-2.3	-4.1	-6.1	2.8	4.0	8.0	-2.5	3.8
- CC1=NC(=O)C(N=Nc2cccc(C(=O)O)c2)N1c1ccccc1 (stereo unspecified)
  -6.0	/	-7.2	9.8	2.8	-9.3	2.4	7.2	1.8
- COc1ccc(S(=O)(=O)N(C)C)cc1NC(=O)c1ccc(OCC(=O)N2CCOCC2)c(OC)c1
  -0.1	0.7	-2.8	-3.3	-11.4	-9.3	6.1	0.1	1.8
- O=C(/C=C/c1cccc(Cl)c1)Nn1c(-c2cccs2)nc2ccccc2c1=O
  7.6	2.6	7.3	-12.5	2.9	2.7	-8.3	-4.0	-16.0
- Cc1ccccc1-n1c(=O)cc(NCC2CCCO2)[nH]c1=O (stereo unspecified)
  -0.6	-1.8	10.6	1.1	35.8*	16.9	4.7	0.8	-4.7
- NC(=O)C1CCN(C(=O)COc2ccc(S(=O)(=O)NCc3ccccc3)cc2Cl)CC1
  0.1	2.4	-6.7	6.5	3.6	6.2	3.2	2.5	-1.4
- Cc1c(OC(=O)CNC(=O)OC(C)(C)C)ccc2c3c(c(=O)oc12)CCC3
  -1.3	/	-5.2	-6.1	1.7	31.1	12.7	0.5	1.5
- CCC1(CC)NC(=O)N(CC(=O)OC(C)C(=O)Nc2ccccc2OC)C1=O (stereo unspecified)
  2.4	2.3	3.7	0.8	3.9	7.6	4.4	6.3	-0.5
- O=C1Nc2cc3c(cc2Sc2ccccc21)OCCO3
  2.5	1.8	-6.2	0.1	-1.5	2.0	3.1	2.0	9.4
- COc1ccc2c(c1OC)C(=O)N(c1ncn[nH]1)C2
  5.9	64.3	9.4	5.7	2.9	-1.6	2.2	3.1	0.3
- N#Cc1ncccc1CCc1cccc(Cl)c1
  -3.1	0.1	-0.5	1.1	2.3	3.4	2.8	0.6	-0.5

More entries follow:
Values in the order – AHR activator	MEX-5 binding	GLD-1 TGE inh	PME-1 primary	Bcl-xL primary	MCL1 BIM primary	pPAFAH FP inh	PAFAH1B2 inh	Fam108B counter
- COc1cc2c(cc1OC)C1(CCCC1)CNC2c1ccc([N+](=O)[O-])cc1 (stereo unspecified)
  9.9	0.1	4.0	1.9	0.4	-2.4	-1.6	-7.4	-3.4
- Cc1[nH][nH]c(=O)c1C(c1ccc(-c2cccc(Cl)c2)o1)c1c(C)[nH][nH]c1=O
  3.9	3.3	-3.9	1.6	15.7	20.0	7.4	12.6	5.7
- Brc1ccc(OCCn2ccnc2)cc1
  5.7	0.1	-7.3	-3.4	1.9	5.7	0.1	-4.0	-2.5
- O=C1C(=O)N2C(=C1C(=O)N1CCCCCC1)c1ccccc1CC21CCCC1
  0.3	1.7	-1.4	1.4	4.5	6.3	0.2	56.9*	2.6
- CC1CCc2c(sc(/N=C/c3ccco3)c2C(N)=O)C1 (stereo unspecified)
  3.0	-5.3	7.4	0.2	-0.9	4.2	13.8	-1.4	-3.5
- O=C(CCS(=O)(=O)c1ccc(F)cc1)Nc1nc(-c2ccncc2)cs1
  3.7	0.2	7.3	-5.7	10.0	11.2	2.9	-1.0	2.4
- CCOc1ccc(C(=O)NCCc2ccccc2)cc1
  -5.5	0.3	1.0	-5.1	-1.5	3.2	-5.4	-0.1	1.1
